Compound activity deposited in PubChem BioAssay by National Center for Advancing Translational Sciences (NCATS).
ERG Ets-DNA blk – inhibitors of human ERG Ets domain-DNA interaction. fluorescence polarization, His-ERG Ets domain / labelled DNA. Potency, µM (highest dose often 76.9 µM), without a hit: at the top dose FP activity, negative = inhibition, most hits filed as inhibitors. 0.028% of 370,000 active; active means well fitted inhibition curve with a large enough effect in the polarisation, with a control signal flat; inconclusive means small, poorly fitted or top-dose-only effect, or effect the other way, or a change in a side signal; inactive means no such curve, though single readings can be large or run the other way; the % refers to the polarisation;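 further: polarization taken with two DNA probes labelled with fluorescein and Texas red; potency means the concentration at half of the fitted maximal effect; % of control where 0% means no effect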
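His-tagged ERG Ets domain (1 uM in the protein solution; 300mM KCl, 50mM Tris-HCl, 1mM EDTA, 1mM DTT, pH 7.5) received compound, then a probe mix of 5 nM fluorescein-DNA and 100nM Texas-615-DNA. Fluorescence polarization was read for both dyes.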
PI4K2A inh – blocks human PI4K2A kinase activity; 0.13% of 420,000 active; Q9BTU6; activity change, negative = inhibition, % at 76.9 µM; AID 1346378; purified PI4K2A, ADP-Glo luminescence, 1 h; hits give low values; in the data active means activity change below about -50%; inconclusive means mostly about -30% to -49%;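 further: -100% = wells without enzyme as full effect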
Target sequence (Q9BTU6 whole entry, looked up): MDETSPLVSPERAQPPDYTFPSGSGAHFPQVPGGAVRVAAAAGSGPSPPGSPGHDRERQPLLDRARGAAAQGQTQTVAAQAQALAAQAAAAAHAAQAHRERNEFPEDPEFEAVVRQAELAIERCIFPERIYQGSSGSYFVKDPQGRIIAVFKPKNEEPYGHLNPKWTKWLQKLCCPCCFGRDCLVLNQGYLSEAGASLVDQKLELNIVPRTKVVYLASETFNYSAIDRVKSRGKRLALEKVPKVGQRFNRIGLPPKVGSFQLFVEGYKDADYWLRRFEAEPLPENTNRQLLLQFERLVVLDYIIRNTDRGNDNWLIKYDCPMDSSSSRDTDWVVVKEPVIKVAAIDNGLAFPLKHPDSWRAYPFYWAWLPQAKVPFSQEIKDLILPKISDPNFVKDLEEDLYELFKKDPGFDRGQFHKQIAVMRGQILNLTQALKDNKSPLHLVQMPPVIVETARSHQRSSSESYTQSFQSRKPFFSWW
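Compounds are screened against recombinant PI4K2A using PI as substrate and ATP, the latter dispensed at 300 microM. Reactions run one hour at ambient temperature before ADP-Glo detection; full inhibition defined by wells lacking enzyme.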
GLS inhibitor – blocks human kidney-isoform glutaminase activity. O94925. GLS enzymatic activity, qHTS titration. Potency, µM (doses to about 45.5 µM), inactives show at the highest dose activity change, negative = inhibition, actives largely listed as inhibitors. 0.21% of 410,000 active. AID 624170; further: potency means the concentration at half of the fitted maximal effect; on the % scale 0 is the no-effect control and ±100 the full control effect
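Coupled fluorescence readout: glutamate oxidase/HRP/Amplex Red detect glutamate formed by hKGA from L-glutamine (1 mM solution added). Buffer 45 mM KH2PO4 pH 8.2, 0.02% Tween-20; reads at t0 and 30 min RT.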
G9a inh – G9a (human) methyltransferase inhibition; G9a H3K9 monomethylation, AlphaScreen, 2 h; Potency, µM (highest dose often 102 µM), inactives show at the top dose activity, negative = inhibition, usual class: inhibitors; Q96KQ7; 8.8% of 350,000 active; further: potency means the concentration at half of the fitted maximal effect; on the % scale 0 is the no-effect control and ±100 the full control effect; nearly all actives have a fitted effect of over 75% in size
Target sequence (Q96KQ7 913-1193 limits assumed): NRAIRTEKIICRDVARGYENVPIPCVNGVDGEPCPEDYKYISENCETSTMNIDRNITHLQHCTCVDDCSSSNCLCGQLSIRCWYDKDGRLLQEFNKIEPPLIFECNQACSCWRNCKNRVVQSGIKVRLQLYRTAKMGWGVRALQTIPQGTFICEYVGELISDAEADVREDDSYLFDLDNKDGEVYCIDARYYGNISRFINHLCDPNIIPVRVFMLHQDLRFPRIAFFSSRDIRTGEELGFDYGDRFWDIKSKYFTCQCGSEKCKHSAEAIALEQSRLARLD
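Signal arises when biotinylated H3K9 peptide, once monomethylated, bridges streptavidin donor and antibody-captured acceptor beads. Enzyme at 20 nM was preincubated 15 min with test compounds; peptide 500 nM and SAM 20 uM then reacted for 2 h.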
BAZ2B block – blocks human BAZ2B | Q9UIF8 | AlphaScreen BAZ2B-H3K14Ac peptide displacement | Potency, µM (titrated, usually from 114 µM), for the others: top-dose activity change, negative = inhibition, usual class: inhibitors | 4.4% of 360,000 active; further: potency means the concentration at half of the fitted maximal effect; on the % scale 0 is the no-effect control and ±100 the full control effect; nearly all actives have a fitted effect of over 60% in size
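In this displacement format the biotinylated H3(5-23) peptide acetylated at Lys14 serves as ligand at 50 nM, with BAZ2B at 50 nM in PBS pH 7.4 containing 0.01% Tween-20. Donor and acceptor beads are 10 ug/mL final.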
JMJD2A Tudor – JMJD2A Tudor domain (human) inhibition; 4.4% of 390,000 active; AlphaScreen JMJD2A-Tudor / H3K4me3 peptide binding; Potency, µM (titrated, usually from 114 µM), for the others: at the top dose activity change, negative = inhibition, hits mostly inhibitors; further: potency means the concentration at half of the fitted maximal effect; on the % scale 0 is the no-effect control and ±100 the full control effect; nearly all actives have a fitted effect of over 50% in size
Pin1 inhibitor – human Pin1 inhibition | Q13526 | 0.009% of 390,000 active | Potency, µM (highest dose often 115 µM), inactives show at the top dose activity, negative = inhibition, hits mostly inhibitors | Pin1 FP peptide displacement, HiFluor488, 10 min; active means well fitted inhibition curve with a large enough effect in the polarisation, with a control signal flat, not every such curve was filed as active; inconclusive means small, poorly fitted or top-dose-only effect, or effect the other way, or a change in a side signal; inactive means no such curve, though single readings can be large or run the other way; the % refers to the polarisation; further: potency means the concentration at half of the fitted maximal effect; on the % scale 0 is the no-effect control and ±100 the full control effect
Target sequence (Q13526 whole entry, looked up): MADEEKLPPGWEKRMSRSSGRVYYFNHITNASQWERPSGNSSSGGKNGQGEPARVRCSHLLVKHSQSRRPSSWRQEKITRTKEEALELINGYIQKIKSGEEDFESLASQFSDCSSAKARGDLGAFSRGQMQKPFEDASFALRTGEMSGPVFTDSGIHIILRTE
HP1b binding inh – HP1-beta chromodomain-methylated histone interaction inhibition; Potency, µM (series often up to 114 µM), for the others: at the top dose activity change, negative = inhibition, usual class: inhibitors; AlphaScreen HP1-beta / biotin-H3K9me3 peptide binding; 0.56% of 390,000 active; further: potency means the concentration at half of the fitted maximal effect; nearly all actives have a fitted effect of over 70% in size; inactives centre near 23
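AlphaScreen: HP1-beta (50 nM) preformed 30 min with biotin-H3(1-18)K9me3 peptide (50 nM) in PBS pH 7.4, 0.01% Tween-20. Compound added for 30 min at RT, then streptavidin donor/nickel chelate acceptor beads (10 ug/mL) for 30 min.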
PGK inhibitor – blocks T. brucei phosphoglycerate kinase | P07378 | PGK/GAPDH coupled, Kinase-Glo luminescence, 60 min | Potency, µM (series often up to 57.5 µM), for the others: at the top dose activity change, negative = inhibition, actives largely listed as inhibitors | 0.043% of 380,000 active; further: potency means the concentration at half of the fitted maximal effect; on the % scale 0 is the no-effect control and ±100 the full control effect; nearly all actives have a fitted effect of over 60% in size
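Luminescent ATP detection (Kinase-Glo Plus) follows a 60-minute room-temperature incubation, with wells lacking PGK as controls. Buffer: 100 mM TEA (pH 7.6), 5 mM MgCl2, 0.01% Tween-20. Coupling enzyme GAPDH (100 nM final) supplies unstable 1,3-BPG in-well.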
The depositor's hits bear a star; i = inactive; ? = inconclusive; nt = not tested or not shown; [ ] = dose if it differs, or a comment. Unless noted, the call rests on the fitted dose curve; in most records, active means well fitted curve in the direction sought with a large enough effect; inconclusive means small, poorly fitted or top-dose-only effect, or another doubt; inactive means no such curve, though single readings can be large; an effect the other way counts as inactive or inconclusive. An unsorted share of the library, and some 11% of all compounds hit somewhere here.

SMILES	ERG Ets-DNA blk	PI4K2A inh	GLS inhibitor	G9a inh	BAZ2B block	JMJD2A Tudor	Pin1 inhibitor	HP1b binding inh	PGK inhibitor
CC(=O)N1CCOc2ccc(S(=O)(=O)N3CCC(C(=O)Nc4ccc(F)cc4)CC3)cc21	0%	-8	-6%	85%[activator]	-9%	-3%	-6%	40%[activator]	-7%
O=C1N/C(=N/c2ccccn2)SC1Cc1ccccc1 (stereo not drawn)	nt	0	-5%	-37%	-4%	6%	-1%	20%	6%
NS(=O)(=O)c1ccc(NC(=O)Cc2cccs2)cc1	9%	2	-3%	-5%[59 µM]	2%	-7%	-1%	4%	0%
Cc1cc(O)ccc1NC(=S)NC(=O)c1cncc(Br)c1	-1%	1	4%	?	5%	-9%	0%	8%	10%
COc1ccc(-c2nc(C)c(CCNC(=O)c3ccccc3Br)s2)cc1OC	0%	-1	-7%	9%[59 µM]	-4%	-3%	-9%	23%[57 µM]	4%
CCOc1ccc(NC(=O)CC2C(=O)N(c3ccc(C)cc3)C(=O)N2CCC2=CCCCC2)cc1 (stereo not drawn)	0%	3	2%	-20%[59 µM]	1%	-16%	25%	43%[activator]	i
COc1ccc(CC(=O)Nc2nc(C)cs2)cc1S(=O)(=O)N1CCOCC1	4%	-4	-6%	-8%[2.33 µM]	3%	-15%	1%	58%[activator]	-1%
O=c1c2oc3ccccc3c2[nH]c(=S)n1-c1ccc(F)cc1	3%	6	-7%	50µM*	nt	6%	-4%	37%	-5%
COc1ccc(CN2CC(C(=O)NCCCOC(C)C)CC2=O)cc1 (stereo not drawn)	-15%	7	-3%	6%[59 µM]	8%	3%	6%	34%	-5%
CC(C)NC(=O)C(=O)N/N=C/c1ccco1	nt	-1	5%	4%[59 µM]	7%	-13%	-13%	20%	1%
O=C(c1cc(-c2ccc(Br)cc2)on1)N1CCOCC1	2%	7	1%	-8%[59 µM]	5%	-11%	1%	13%	-1%
COc1ccc(CCNC(=O)CCS(=O)(=O)c2ccc(C)cc2)cc1OC	-5%	2	2%	-10%	2%	-13%	-5%	5%	2%
CCOc1ccc(/C(CC)=N/NC(=O)C2(C)CC2(Br)Br)cc1 (stereo not drawn)	0%	0	2%	4%[59 µM]	0%	-12%	7%	12%	-3%
CCCCNC(=O)CCCn1c(=O)c2ccccc2n(CC(=O)Nc2ccccc2OCC)c1=O	-5%	6	-2%	8%[59 µM]	5%	-12%	1%	8%	0%
Cc1nc(NC(=O)COc2ccccc2)sc1C(=O)Nc1cccc(Cl)c1	-2%	2	-7%	0%[59 µM]	-4%	-12%	3%	33%	i
CCOC(=O)C(Sc1ncn[nH]1)c1ccccc1 (stereo not drawn)	9%	-4	6%	1%	24%	-8%	-2%	41%[activator]	i
CC1CCC(NC(=O)COC(=O)CNC(=O)c2ccc3ccccc3c2)CC1 (stereo not drawn)	-4%	-9	0%	9%[12.7 µM]	1%	-20%	-1%	38%	i
O=C(NCCc1c[nH]c2ccccc12)C(=O)NCC1OCCN1S(=O)(=O)c1ccccc1 (stereo not drawn)	9%	4	-9%	?	-19%	-25%	23%	15%[57 µM]	-8%
Cc1ccc(C(=O)c2c(NC(=O)c3ccccc3)sc(C)c2C)cc1	3%	1	-15%	8.9µM*	?	?	0%	?	-5%
COCCN(C(=O)c1csnn1)C(C(=O)NC1CCCCC1)c1ccccc1F (stereo not drawn)	15%	-4	7%	34%[activator]	-3%	-3%	-14%	-22%	-3%
CCOc1cc(NC(=S)NCC2CCCO2)c(OCC)cc1NC(=O)CC (stereo not drawn)	-7%	11	13%	1%	-5%	-12%	-1%	23%	-4%
Cc1cc(C)c2c(c1)C1(OCCO1)C(=O)N2	0%	0	9%	8%	-4%	-7%	3%	3%	-11%
C#CCOCCOCCOCCNc1nc(N2CCN(C(=O)Cn3cc(CCO)nn3)CC2)nc(N2CCN(C(=O)Cn3cc(CCCCN)nn3)CC2)n1	0%	1	3%	nt	nt	-14%	-4%	19%	-3%
COc1ccc(C2CC(c3ccccc3Cl)=NN2c2ccc(S(N)(=O)=O)cc2)cc1 (stereo not drawn)	11%	1	-1%	nt	nt	40%[activator]	4%	93%[activator]	-7%
COc1ccc(/C=N/NS(=O)(=O)c2ccc(NC(C)=O)cc2)cc1	2%	2	7%	0%	-17%	4%	-2%	31%	0%
CCOC(=O)c1c(NC(=O)C2=COCCO2)sc2c1CCN(C(=O)OC)C2	16%	-4	9%	10%[59 µM]	7%	-21%	1%	6%	i
COc1ccc(C(=O)n2nc(-c3ccc(Cl)cc3)nc2NCc2ccco2)cc1	-2%	10	-7%	-39%[59 µM]	-2%	-12%	2%	44%[activator]	i
C=CCn1cc(C(=O)NCCN(CC)CC)c(=O)c2cc(S(=O)(=O)N3CCCCCC3)ccc21	4%	-6	5%	-1%	-1%	-5%	1%	28%	i
O=C(CSc1nc2ccccc2c(=O)n1-c1ccc(F)cc1F)Nc1ccc(N2CCOCC2)cc1	-4%	1	19%	?	-17%	-28%	16%	-9%	-9%
CC(CN1C(C)CCCC1C)OC(=O)c1ccc(F)cc1 (stereo not drawn)	9%	-1	15%	4%	-5%	-8%	7%	28%	7%
O=S(=O)(c1ccc(Cl)cc1)N1CCSC1c1ccco1 (stereo not drawn)	0%	-2	-10%	10%[59 µM]	0%	-23%	-2%	20%	-6%
COc1ccc(C(=O)N2CCCC(Nc3ccc(C)c(C)c3)C2)cc1 (stereo not drawn)	-1%	2	-11%	-24%	?	?	-4%	3%	-4%
Cn1c(CCC(=O)OCC(=O)NCC(F)(F)F)nc(=O)c2ccccc21	3%	-3	2%	6%	-24%	-3%	1%	19%	5%
COc1cc(SC)ccc1C(=O)N1CCN(c2ccc(O)cc2)CC1	-12%	5	-23%	16µM*	nt	?	-1%	?	-3%
CCOC(=O)c1c(CSc2ccccc2)oc2ccc(O)cc12	15%	2	2%	17%[59 µM]	9%	7%	8%	45%[activator]	0%
COc1cc(NC(=O)CSc2nc3ccccc3cc2C)c(C(=O)O)cc1OC	-4%	-1	9%	?	5%	-14%	-8%	27%	0%
C=CCn1c(COc2ccccc2F)nnc1SCC(=O)Nc1cc2oc3ccccc3c2cc1OC	-1%	4	4%	7%	-4%	-5%	26%	21%	5%
CCN(CC)c1ccc(N=Cc2cc(Br)ccc2O)cc1	31%[activator]	-9	7%	14µM*	-32%	40µM*	34%[activator]	0%	-2%
O=C(COc1ccccc1F)N/N=C1\CCCc2ccccc21	18%	-1	-2%	-37%	5%	-1%	0%	36%	7%
CCCCN(C(=O)c1ccc([N+](=O)[O-])s1)c1c(N)n(CC(C)C)c(=O)[nH]c1=O	5%	-2	-2%	-51%	5%	-5%	-3%	12%	-9%
O=C(c1cccs1)N1CCN=C1SCc1cccc(F)c1	-12%	-3	-1%	16%	1%	-15%	-3%	20%	-1%
CCOC(=O)c1cc(-c2ccc(OC)cc2)n(CCC(=O)Nc2cccc(C(C)=O)c2)c1C	5%	2	-12%	-5%[59 µM]	2%	-6%	-11%	-9%	-8%
CC(C)(O)C#Cc1ccc(CN2CCN(C3CCCCC3)C(CCO)C2)s1 (stereo not drawn)	-13%	-1	-2%	1%	-4%	-1%	-4%	31%	-3%
O=S1(=O)C=CC(c2ccccc2)C1 (stereo not drawn)	3%	0	-5%	16%	-6%	2%	-2%	14%	-3%
CCN1C(=O)N[C@@H](c2ccccc2)[C@@H](C(=O)OC)[C@H]1C	-1%	2	-3%	nt	nt	-25%	-9%	23%	-5%
Cc1ccc2c(c1)C(=O)C(=O)N2c1ccc(C(F)(F)F)cc1	6%	10	4%	nt	nt	-24%	?	28%	-5%
O=C(CSCSCC(=O)NCC1CCCO1)NCC1CCCO1 (stereo not drawn)	11%	3	0%	16%[59 µM]	14%	6%	0%	48%[activator]	nt
Brc1cc2c(cc1-c1nc3ccccc3s1)OCO2	5%	-1	-4%	40µM*	26%	6%	7%	-9%	-1%
O=C(COC(=O)CCc1nc2ccccc2c(=O)[nH]1)NC1CCS(=O)(=O)C1 (stereo not drawn)	8%	4	-6%	?	nt	4%	-3%	16%[57 µM]	-8%
CN(CC(=O)Nc1ccccc1C(F)(F)F)C(=O)C1=COCCO1	3%	2	-3%	7%[0.501 µM]	1%	5%	-7%	19%	-2%
COc1cc(SC)ccc1C(=O)OCC(=O)N1CCCC1	16%	3	4%	5%	7%	-8%	-12%	1%	i

A stretch taken from the entries so far, for reference:
SMILES	ERG Ets-DNA blk	PI4K2A inh	GLS inhibitor	G9a inh	BAZ2B block	JMJD2A Tudor	Pin1 inhibitor	HP1b binding inh	PGK inhibitor
O=C(CSCSCC(=O)NCC1CCCO1)NCC1CCCO1 (stereo not drawn)	11%	3	0%	16%[59 µM]	14%	6%	0%	48%[activator]	nt
Brc1cc2c(cc1-c1nc3ccccc3s1)OCO2	5%	-1	-4%	40µM*	26%	6%	7%	-9%	-1%
O=C(COC(=O)CCc1nc2ccccc2c(=O)[nH]1)NC1CCS(=O)(=O)C1 (stereo not drawn)	8%	4	-6%	?	nt	4%	-3%	16%[57 µM]	-8%
